# Source: PubChem
# human PMI inhibition: MPI enzyme activity inhibition – biochemical, fluorescence intensity, coupled assay, primary screen (AID 1209). purified PMI enzyme, coupled fluorescence intensity; higher % means a stronger effect. one-dose inhibition, % at 20 µM; IC50 in µM for titrated hits. 0.42% of 190,000 active;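 further: plate controls were DMSO vehicle for no effect and wells lacking substrate for full effect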
# M17LAP inhibition: P. falciparum M17LAP inhibitors, primary screen, biochemical, fluorogenic H-Leu-NHMec substrate, 1536-well (AID 1619); recombinant M17LAP, H-Leu-NHMec fluorogenic kinetic assay; higher % means a stronger effect; inhibition, % at 30 µM, or IC50 in µM where a hit was titrated; 0.38% of 220,000 active;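 active means compound inhibiting the enzyme by more than half at any dose during confirmatory dose-response retesting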;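 further: plate controls were full reaction with DMSO carrier for no effect and no enzyme background for full effect; strong numbers were not always called active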
# P. falciparum M1AAP: malaria alanyl aminopeptidase activity blockers – biochemical, fluorogenic H-Leu-NHMec substrate, 1536-well (AID 1445) | recombinant M1AAP, H-Leu-NHMec fluorogenic kinetic assay; higher % means a stronger effect | one-dose inhibition, % at 30 µM; IC50 in µM for titrated hits | 0.42% of 220,000 active;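 active means primary inhibition above the hit cutoff, then over 50% inhibition at one or more dose response concentrations, cut at about 23% in these data, passing the limit was not always enough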;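 further: plate controls were DMSO full reaction for no effect and no enzyme background for full effect; strong numbers were not always called active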
# PMI inhibition: human PMI inhibitors, high substrate, primary screen, biochemical, fluorescence intensity, high mannose 6-phosphate (AID 1220) | recombinant PMI enzyme, coupled fluorescence intensity; higher % means a stronger effect | inhibition, % at 20 µM; hits with a dose series show IC50 in µM | 0.66% of 190,000 active
# XIAP antagonists: small molecules displacing peptide from XIAP – biochemical, IAP family, fluorescence polarization (AID 1018) | XIAP BIR domain, fluorescence polarization peptide displacement; higher % means a stronger effect | 0.007% of 200,000 active | displacement, % at 20 µM; hits with a dose series show IC50 in µM; in the data active means displacement above about 50%; further: a part of the inactive calls stands beside numbers as strong as those of hits
# WT yeast gro inh: growth inhibition of WT yeast, mitochondrial fusion screen; inhibition, % at 10 µM; mitochondrial fusion phenotypic screen, WT strain; 2.1% of 190,000 active; in the data active means inhibition above about 58%; tested in S. cerevisiae
# LYP inhibition: PTPN22 lymphoid phosphatase activity blockers – biochemical, fluorescence intensity, uHTS (AID 1779) | recombinant LYP phosphatase, fluorescence intensity; higher % means a stronger effect | inhibition, % at 11.5 µM, or IC50 in µM where a hit was titrated | 0.054% of 290,000 active;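 further: plate controls were vehicle with enzyme for no effect and no enzyme for full effect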
# Yfh1-depleted yeast: enhancers of respiration in Yfh1-depleted yeast, dose response, Friedreich's ataxia, plus single-dose screen (AID 1465); S. cerevisiae Yfh1-off respiration, WST-1 reduction, 72 h; higher fold induction means a stronger effect; fold induction at 50 µM; hits with a dose series show EC50 in µM; 0.074% of 220,000 active;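 active means fold induction of absorbance versus untreated yeast above a set limit, then at least 30% activation at any dose in follow-up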;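 further: activators that raise dye reduction in frataxin-depleted yeast; strong numbers were not always called active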
# TNAP activation fold: human TNAP enzyme activators, primary screen, biochemical, luminescent, no phosphate acceptor, uHTS (AID 1001). purified TNAP, luminescent activation assay, no phosphate acceptor; higher activation fold means a stronger effect. activation fold at 20 µM; hits with a dose series show EC50 in µM. 0.03% of 200,000 active; in the data active means activation fold from about 3, or a potency from the dose series; inactive means the rest, 99 in 100 with activation fold below about 1.6; further: many of its hits are not listed in these tables
# WT yeast gro inh mutant strain: further read-out of WT yeast gro inh, marked with its call; inhibition, %; mitochondrial fusion phenotypic screen, mutant strain inhibition
# * = called active by the depositor; i = inactive; · = no result given. Unless noted, no stated cut-off is given here; in the data, active means inhibition above about 50%; inactive means the rest.
SMILES,human PMI inhibition,M17LAP inhibition,P. falciparum M1AAP,PMI inhibition,XIAP antagonists,WT yeast gro inh,WT yeast gro inh mutant strain,LYP inhibition,Yfh1-depleted yeast,TNAP activation fold
Cc1ccc(CCNC(=O)C23C[C@H]4C[C@@H](C2)CC(n2nnc(C)n2)(C4)C3)cc1,3%,0%,1%,1%,-5.6%,8,14,-10%,i,1.1
CCCCN=C1NC(=O)C(CC(=O)NCCc2ccc(OC)cc2)S1 (stereo not given),-2%,20%,4%,-7%,25%,-14,6,-8%,i,1
CC(C)OC(=O)c1nnc(Cc2ccc(Cl)cc2)o1,5%,19%,3%,14%,-14%,3,-2,-4%,·,1
CCCCNC(=O)c1ccc(-n2c(=S)[nH]c3ccccc3c2=O)cc1,-10%,5%,5%,-8%,-3.9%,-14,-11,-3%,i,1
Cc1cc(C)n(-c2nnc3n2N=C(c2ccccc2)CS3)n1,19%,-6%,2%,3%,-7.1%,-7,3,-4%,i,1.1
O=C(CC(Cc1ccccc1)c1ccco1)NCc1ccco1 (stereo not given),·,3%,11%,·,·,·,·,-6%,i,·
Cc1ccc(C[n+]2cc(-c3ccc(Cl)cc3)n3c2CCC3)cc1,·,-2%,3%,·,·,·,·,-8%,i,·
COc1ccccc1CNC(=O)CCc1nc2ccccc2c(=O)[nH]1,-1%,-4%,5%,-3%,-2.7%,-33,8,-6%,i,1.1
O=C(O)c1ccc(CSc2nnc(-c3cccnc3)n2-c2ccc(Br)cc2)cc1,0%,20%,-1%,4%,-15%,-15,-2,-1%,i,1.1
C=CCC(CC)C(=O)NC(=O)N1CCCc2ccccc21 (stereo not given),·,0%,-1%,·,·,·,·,-4%,i,·
CCCS(=O)(=O)N1CCCC(C(=O)NCCN(CC)c2ccccc2)C1 (stereo not given),-2%,16%,-2%,-5%,-3.8%,13,13,12%,i,0.9
N#CCCn1cc(C(CC(=O)c2ccc(Br)cc2)C(=O)O)c2ccccc21 (stereo not given),4%,3%,16%,3%,24%,-11,-2,-6%,i,1.1
COCC(C)n1c(C)cc(C(=O)COC(=O)c2ccc3ncsc3c2)c1C (stereo not given),0%,9%,12%,4%,12%,-3,15,-8%,i,1.1
CCOC(=O)N1CCN(S(=O)(=O)c2ccc3c(c2)CCN3C(=O)C2CC2)CC1,-1%,4%,1%,3%,-1.4%,-1,-22,-7%,i,1.1
N#Cc1ccsc1NC(=O)CSc1ncn[nH]1,2%,11µM*,8%,-1%,-2.9%,-13,0,-6%,i,1
COc1c(C)cc(Br)cc1C(=O)Nc1ccc(C)cc1[N+](=O)[O-],7%,4%,5%,0%,-13%,-10,3,-7%,i,0.9
C[C@@H]1C=C(C(=O)NC2CC2)O[C@H](OCc2ccc(CO)cc2)C1,·,9%,-3%,·,·,·,·,-6%,i,·
CCOc1ccc(N2C(=O)CC(N3CCN(c4ccccc4F)CC3)C2=O)cc1 (stereo not given),3%,11%,6%,6%,2.0%,-25,4,-11%,·,1.1
CCN(CC)S(=O)(=O)c1cccc(-c2n[nH]c(=S)n2Cc2ccccc2)c1,1%,-18%,1%,2%,0.2%,-6,-20,1%,i,1.4
S=C(NCCc1ccccc1)NCC1CCCO1 (stereo not given),-7%,-9%,9%,-9%,0.0%,-2,8,1%,i,1.1
COc1cccc(CN2C(=O)CCC2(C)C(=O)NC2CCCCC2)c1 (stereo not given),13%,6%,5%,11%,-9.3%,9,5,-1%,i,1.1
COc1ccc(NC(=O)CSc2nc3ccsc3c(=O)n2CCCCCC(=O)O)cc1,-6%,9%,0%,3%,1.3%,-8,-23,-3%,i,1.1
CCn1cc([N+](=O)[O-])c(C(=O)Nc2c(C)nn(Cc3c(F)c(F)c(F)c(F)c3F)c2C)n1,10%,8%,0%,-1%,-15%,8,23,-4%,i,1.1
CC(C)(C)C(=O)NCCc1nc2ccccc2n1CC(=O)c1ccccc1,4%,-4%,7%,9%,-3.5%,-3,-4,-7%,i,1.1

# No new results follow: four of the compounds above.
SMILES,human PMI inhibition,M17LAP inhibition,P. falciparum M1AAP,PMI inhibition,XIAP antagonists,WT yeast gro inh,WT yeast gro inh mutant strain,LYP inhibition,Yfh1-depleted yeast,TNAP activation fold
Cc1ccc(CCNC(=O)C23C[C@H]4C[C@@H](C2)CC(n2nnc(C)n2)(C4)C3)cc1,3%,0%,1%,1%,-5.6%,8,14,-10%,i,1.1
CCCCN=C1NC(=O)C(CC(=O)NCCc2ccc(OC)cc2)S1 (stereo not given),-2%,20%,4%,-7%,25%,-14,6,-8%,i,1
CC(C)OC(=O)c1nnc(Cc2ccc(Cl)cc2)o1,5%,19%,3%,14%,-14%,3,-2,-4%,·,1
CCCCNC(=O)c1ccc(-n2c(=S)[nH]c3ccccc3c2=O)cc1,-10%,5%,5%,-8%,-3.9%,-14,-11,-3%,i,1

# Further compounds follow:
SMILES,human PMI inhibition,M17LAP inhibition,P. falciparum M1AAP,PMI inhibition,XIAP antagonists,WT yeast gro inh,WT yeast gro inh mutant strain,LYP inhibition,Yfh1-depleted yeast,TNAP activation fold
CNc1ccccc1C(C)(C)c1cc(-c2ccco2)n[nH]1,2%,-3%,4%,37%,1.1%,5,-29,-8%,i,1.1
C=CCNC(=S)NNC(=O)C(CC(C)C)CC(C)O (stereo not given),·,3%,-4%,·,·,·,·,-12%,i,·
COc1ccc(-c2[nH]ncc2CN2CCC(O)(c3ccc(Cl)cc3)CC2)cc1,·,-3%,9%,·,·,·,·,-6%,i,·
C(/CCc1ccccc1)=N\n1cnnc1,0%,14%,3%,-5%,-2.9%,5,-1,-8%,i,1.1
Cc1c(C#N)c2ncn(CCCN(C)C)c(=O)c2n1-c1ccccc1,2%,7%,-2%,0%,-2.7%,21,5,-8%,i,1.1
CCn1cc(/C=N\NC(=O)c2ccc(Cl)cc2)cn1,-11%,23%,7%,-9%,-7.1%,-12,-28,-6%,i,1
O=C(NC1CCCc2ccccc21)C1CCN(S(=O)(=O)c2ccccc2F)CC1 (stereo not given),-1%,-17%,-1%,0%,-13%,26,16,4%,i,1
CCCCOc1ccc(C(=O)NCCCC(=O)N2CCCCC2)cc1,0%,5%,0%,0%,-2.8%,-2,19,-2%,i,1.1
COc1ccc(S(=O)(=O)Nc2nnc(C(C)C)s2)cc1,-1%,12%,3%,-6%,-2.2%,-6,6,-1%,i,1
O=C(/C(=N/N=C/c1ccc(O)c(O)c1O)c1ccccc1)c1ccccc1,56%*,13%,16%,30%,0.0%,3,10,14%,i,0.8
CCCOC(=O)/C(=C\C=C\c1ccccc1)NC(=O)c1ccccc1,23%,-6%,7%,30%,-1.4%,23,3,0%,i,1
C=CCn1c(CCCOc2ccc(Cl)cc2Cl)nnc1SCC(=O)Nc1nccs1,7%,3%,3%,4%,-5.9%,-15,12,7%,i,1
NC(=O)C1CCN(C(=S)NC2CC3C=CC2C3)CC1 (stereo not given),·,0%,6%,·,·,·,·,3%,i,·
COCCOC(=O)c1c(C)oc2ccc(OC(=O)c3cccs3)cc12,16%,7%,0%,16%,-4.8%,22,18,-1%,i,1
CN(C)CCCOC(=O)C1c2ccccc2Oc2ccccc21,-1%,-7%,5%,-3%,-3.4%,10,21,-8%,i,1.1
CCOc1ccc(N2C(=O)CC(SC(=NC)Nc3cccc(F)c3)C2=O)cc1 (stereo not given),2%,5%,3%,14%,-4.3%,-4,-5,1%,i,1.1
CCCC1(C(=O)OC)NC(c2ccco2)C2C(=O)N(C)C(=O)C21 (stereo not given),-1%,-8%,18%,2%,-4.0%,-4,-11,-8%,i,1.1
COc1cc(OC)cc(OCC(O)Cn2ccnc2C)c1 (stereo not given),8%,3%,2%,7%,-4.8%,12,20,0%,i,1.1
N#CCCn1nc(-c2ccc([N+](=O)[O-])cc2)cc1Nc1ccccc1NC(=O)C(F)(F)F,12%,6%,-1%,6%,-10%,0,-4,3%,i,0.9
CCC(=O)N(Cc1cc(=O)[nH]c2ccccc12)C1CCCCC1,4%,10%,5%,5%,-4.6%,9,12,-3%,i,1.1
COc1cc2c(cc1NC(=O)CSCC(=O)O)oc1ccccc12,-5%,44%,5%,-3%,-18%,15,15,-3%,·,1.1
Cc1nn(Cc2ccccc2)c(Cl)c1/C=N/NC(=O)CNc1cccc(C(F)(F)F)c1,16%,4%,1%,2%,-4.7%,3,12,4%,i,1.2
CC(C)NCCCOc1ccc(C(C)(C)c2ccccc2)cc1,-2%,-5%,-3%,-4%,-1.2%,·,·,-2%,i,1.1
Cc1ccccc1NC(=O)Nc1cc(-c2ccccc2)nn1C,·,2%,-3%,·,·,·,·,-7%,i,·
O=C(Nc1ccc(N2CCOCC2)cc1)c1cccc(S(=O)(=O)N2CCCCCC2)c1,-4%,2%,-11%,3%,-11%,-16,9,-3%,i,1.1
COc1ccc(CNC(=O)c2noc(C(C)C)c2[N+](=O)[O-])cc1,-6%,0%,-1%,-11%,-2.8%,-3,-10,-4%,i,1.1
COc1cccc(/C=C/C(=O)NCc2cn3cc(Cl)ccc3n2)c1OC,-10%,60%,1%,-5%,-6.0%,-3,11,-3%,i,1
CC(=O)Nc1sc2c(c1CN1CCCC1)CCCC2,·,0%,3%,·,·,·,·,-10%,i,·
COC(=O)Cn1c(C)nc(=O)c(-c2ccccc2)c1C,2%,-14%,-2%,9%,-2.2%,-18,7,-1%,i,1.1
CCOC(=O)C1CCCN(Cc2ccc3c(c2)OCO3)C1 (stereo not given),0%,12%,11%,0%,-1.7%,-3,4,-6%,i,1.1
COc1ccc(N2CCN(C(CNS(=O)(=O)c3cccs3)c3cccnc3)CC2)cc1 (stereo not given),8%,2%,5%,2%,2.1%,-19,-7,-2%,i,1.1
CN(Cc1ccccc1)C(=O)C1CCN(S(=O)(=O)c2cc([N+](=O)[O-])ccc2Cl)CC1,19%,25%,1%,18%,-21%,16,2,3%,i,1.1
O=C(CC(c1ccccc1)c1ccccc1)NCCO,1%,1%,11%,-1%,-4.3%,5,-2,-3%,i,1
CN(c1ccc(OCC(=O)N2CCOCC2)cc1)S(=O)(=O)c1ccc(Cl)cc1,0%,0%,-4%,10%,-11%,14,-2,-5%,i,1.1
CC(=O)c1cccc(NC(=O)CSc2nnc(-c3cccnc3)o2)c1,2%,0%,0%,-1%,-3.7%,-26,6,-3%,i,0.9
COc1ccc(/C=N/NC(=O)c2cccnc2)cc1CN1CCc2ccccc2C1,·,3%,10%,·,·,·,·,-5%,i,·
O=C(NC1CCCC1)C(c1cccnc1)N(C(=O)c1csnn1)C1CC1 (stereo not given),5%,-19%,0%,-8%,-4.5%,15,-48,-7%,i,1
COc1ccc(CCNC(=O)COc2ccc(-c3ccc(C#N)cc3)cc2)cc1,6%,4%,7%,-3%,-8.4%,-10,2,-2%,i,1.2
CCCSc1nc(=O)n2cc(C)ccc2n1,15%,2%,12%,11%,2.4%,3,-4,8%,i,1
CCCCN(CCCC)Cc1ccc(N)cc1,15%,-4%,16%,13%,-2.7%,1,-1,-4%,i,1.1
Cc1ccn2c(NC3CCCCC3)c(C)nc2c1,-1%,0%,11%,9%,-3.3%,-12,16,0%,i,0.9
O=C(O)CC/C(=N\Nc1ccc(S(=O)(=O)N2CCOCC2)cc1[N+](=O)[O-])c1cccs1,·,10%,16%,·,·,·,·,4%,i,·
Cc1cc(S(=O)(=O)n2ccnc2)c(Cl)cc1Cl,·,1%,0%,·,-2.6%,-12,13,-3%,i,1.1
